Screens: PubChem BioAssay, Johns Hopkins Ion Channel Center
CHT inh: inhibits the human high affinity choline transporter. actives 0.86% (n = 310,000). CHT-expressing cells, membrane potential dye, choline response; hits give low values. Q9GZV3. B-score at 10 µM;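 active = B-score over 3 SD under the library average, and starting fluorescence ratio not unusually high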;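 note: choline stimulus applied at its EC90 after an EC20 pre-addition; B-score computed on integrated fluorescence ratio after choline addition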
Target sequence (Q9GZV3 whole entry, looked up): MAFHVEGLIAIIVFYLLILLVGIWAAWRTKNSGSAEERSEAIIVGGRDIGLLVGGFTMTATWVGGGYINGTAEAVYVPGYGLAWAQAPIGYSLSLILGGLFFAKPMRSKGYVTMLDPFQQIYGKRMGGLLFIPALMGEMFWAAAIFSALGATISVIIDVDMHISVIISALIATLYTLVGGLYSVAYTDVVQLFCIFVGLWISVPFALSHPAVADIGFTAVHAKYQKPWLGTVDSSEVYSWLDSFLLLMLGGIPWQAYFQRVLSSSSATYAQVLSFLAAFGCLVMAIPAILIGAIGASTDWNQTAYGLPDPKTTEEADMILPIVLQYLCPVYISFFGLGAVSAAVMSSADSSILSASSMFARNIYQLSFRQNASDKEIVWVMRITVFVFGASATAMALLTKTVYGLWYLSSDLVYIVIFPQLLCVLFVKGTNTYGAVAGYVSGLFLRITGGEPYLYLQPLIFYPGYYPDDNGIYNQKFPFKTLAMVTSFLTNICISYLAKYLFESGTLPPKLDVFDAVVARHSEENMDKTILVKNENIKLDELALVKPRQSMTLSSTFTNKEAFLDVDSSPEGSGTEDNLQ
CHT allo act: human CHT allosteric activation; B-score at 10 µM; AID 488977; Q9GZV3; actives 0.49% (n = 310,000); CHT-expressing cells, membrane potential dye, choline EC20; hits give high values; LV-AA mutant CHT in HEK293 cells;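 active = initial fluorescence not abnormally high and integrated response B-score, plate-corrected, over 3 SD above library mean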
Calls only; i = inactive. Compounds were not picked by outcome. About 1.5% of those tested had a hit in this group.

SMILES | CHT inh | CHT allo act
COc1ccc(OC)c(/C=C/C(=O)NCCc2nc3ccccc3[nH]2)c1 | i | i
O=S(=O)(c1ccccc1)N1N=C(c2ccccc2)CC1c1ccco1 (stereo not given) | i | i
COc1ccc(CCC(C)N(C)Cc2ccccc2)cc1 (stereo not given) | i | i
Clc1ccc(OCc2nn3c(C4CCCCC4)nnc3s2)c(Cl)c1 | i | i
CN(C1CCCCC1)S(=O)(=O)c1ccc(NC(=S)NC(=O)c2cccs2)cc1 | i | i
CCc1nc(-c2ccccc2)c2ccccn12 | i | i
O=C(Nc1ccccc1C(=O)NCCN1CCOCC1)c1ccco1 | i | i
C=CCN1C(=O)S/C(=C\c2ccc3c(c2)n(C)c(=O)n3C)C1=O | i | i
C/C(=N\Nc1nc(C(C)(C)C)cs1)c1ccccc1 | i | i
CC(C)C(=O)NNC(=O)C1CC1(c1ccccc1)c1ccccc1 (stereo not given) | i | i
Cc1ccc(NC(=O)C(=O)NCC2CCN(C(=O)c3cccc([N+](=O)[O-])c3)CC2)cc1 | i | i
CN1N=C2c3ccccc3CCC2C1c1ccc(C(F)(F)F)cc1 (stereo not given) | i | i
Cc1ccc(C(=O)Oc2ccc(-c3nnco3)cc2)o1 | i | i
O=C1C=C(NCc2ccc(Cl)cc2)CCC1 | i | i
CN(C)S(=O)(=O)N1CCC(Oc2cccc(C(=O)NCCC3=CCCCC3)c2)CC1 | i | i
CCC(=O)NC(c1ccco1)c1cc(Cl)c2cccnc2c1O (stereo not given) | i | i
CCC1CN(C(=O)NCc2ccccc2)c2cc(C)ccc2O1 (stereo not given) | i | i
O=C(c1cc(S(=O)(=O)N2CCCCC2)ccc1N1CCOCC1)N1CCN(Cc2ccccc2)CC1 | i | i
CCC(C)N(C(=O)c1csnn1)C(C(=O)NCc1ccc(F)cc1)c1ccccc1 (stereo not given) | i | i
CC(=O)C1C(c2ccc(Cl)cc2)NC(=O)NC1(O)C(F)(F)F (stereo not given) | i | i
N#Cc1ccccc1NC(=O)CN1CCN(c2ccccn2)CC1 | i | i
O=C(CCC1=NS(=O)(=O)c2ccccc2N1)NC1CCCCCCC1 | i | i
CCCNC(=O)NC(=O)CSc1nnc(-c2ccncc2)n1CC | i | i
CCCCCCOc1cccc(N)c1 | i | i
COc1ccc(C(=O)COC(=O)[C@H](C)Nc2ccc(C(F)(F)F)cc2[N+](=O)[O-])cc1 | i | i
O=C(CNc1ccc2c(c1)OCO2)N/N=C\c1ccccc1Cl | i | i
COc1ccc(C(OC(=O)c2ccco2)C(=O)NCC2CCCO2)cc1 (stereo not given) | i | i
O=C(CN(Cc1ccccc1)S(=O)(=O)c1ccc(F)cc1)NCCC1=CCCCC1 | i | i
CCCC(C(=O)O)N1C(=O)/C(=C/c2cccn2C)SC1=S (stereo not given) | i | i
O=C(NCc1ccccc1)c1cccc(NS(=O)(=O)c2cccc3cccnc23)c1 | i | i
O=C(CN1C(=O)C2CCCCC2C1=O)N1CCN(c2ncccn2)CC1 (stereo not given) | i | i
O=C(COc1ccc(Cl)cc1Cl)Nc1ccc(-c2ccc(N3CCOCC3)nn2)cc1 | i | i
COCCNC(=O)CCc1c(C)nc2c(c(C)nn2-c2ccc(C)cc2)c1C | i | i
COc1ccccc1CNC(=O)CCS(=O)(=O)c1ccc2c(c1)CC(C)N2C(=O)C1CC1 (stereo not given) | i | i
COc1cc(OC)cc(C(=O)Nc2ccc(N(C)C)c3ccccc23)c1 | i | i
CCCCSc1nnc(-c2cc3c(C(F)(F)F)nn(C)c3s2)n1C | i | i
Cc1cccc(CCNS(=O)(=O)c2cc3c(cc2C)NC(=O)CO3)c1 | i | i
O=C(Nc1nc2c(F)c(F)c(F)cc2s1)c1ccco1 | i | i
O=C1CC(N2CCN(c3ccc(O)cc3)CC2)C(=O)N1c1ccc2c(c1)OCO2 (stereo not given) | i | i
Cc1c(Cl)cnc(NC(=O)COC(=O)C(NC(=O)c2ccco2)C(C)C)c1Cl (stereo not given) | i | i
O=C(CNC(=O)c1ccccc1F)NCCc1ccc(Cl)cc1Cl | i | i
CSc1ccccc1C(=O)NC1CCCC1 | i | i
Cc1cc(Cl)ccc1OCC(=O)N/N=C/c1ccncc1 | i | i
CCN(CC)S(=O)(=O)c1ccc(Cl)c(NC(=O)COC(=O)c2ccc(O)cc2)c1 | i | i
O=C(c1cc([N+](=O)[O-])ccc1N1CCOCC1)N1CCN(c2ccc([N+](=O)[O-])cc2)CC1 | i | i
Cc1ccc(Cn2nnc3c(=O)[nH]c(C4CCN(S(=O)(=O)c5ccc(F)cc5)CC4)nc32)cc1 | i | i
COC(=O)NCc1ccc(CNC(=O)OC)cc1 | i | i
NS(=O)(=O)c1ccc(N/C=C\C(=O)c2cccc3ccccc23)cc1 | i | i
CCc1ccc(C(=O)Nc2ccc3nc(C)ccc3c2)cc1 | i | i
Cc1onc(-c2ccccc2)c1C(=O)Nc1ccc2c(c1)OCCO2 | i | i
O=C(Cc1ccc(S(=O)(=O)N2CCOCC2)s1)Nc1ccccc1N1CCCC1 | i | i
CC(/C=C/c1cccc([N+](=O)[O-])c1)=N\NC(=O)c1ccncc1 | i | i
Clc1nc(-c2ccccc2)ncc1Oc1ccccc1 | i | i
CCN1/C(=C2\C(=O)N(C)C(=S)N2c2ccccc2)C=Cc2ccccc21 | i | i
CC(C)(C)c1ccc(-c2nc(C#N)c(NCc3cccnc3)o2)cc1 | i | i
CC(C)CNS(=O)(=O)c1ccc(C(=O)Nc2ccc3c(c2)OCO3)cc1 | i | i
CC(C)n1c(=S)[nH]c2c1c(=O)[nH]c(=O)n2C | i | i
COc1ccc(C2=NS(=O)(=O)N(C)C(C(=O)NCc3ccc4c(c3)OCO4)=C2)cc1OC | i | i
O=C(NC1CCCCCC1)C(=O)NC1CC1 | i | i
CCc1nnc2n1N=C(c1ccc([N+](=O)[O-])cc1)CS2 | i | i

By substructure: the entries above with a CF3 group
SMILES | CHT inh | CHT allo act
CN1N=C2c3ccccc3CCC2C1c1ccc(C(F)(F)F)cc1 (stereo not given) | i | i
CC(=O)C1C(c2ccc(Cl)cc2)NC(=O)NC1(O)C(F)(F)F (stereo not given) | i | i
COc1ccc(C(=O)COC(=O)[C@H](C)Nc2ccc(C(F)(F)F)cc2[N+](=O)[O-])cc1 | i | i
CCCCSc1nnc(-c2cc3c(C(F)(F)F)nn(C)c3s2)n1C | i | i

Carrying on:
SMILES | CHT inh | CHT allo act
CCCCCNC(=O)Cc1ccc(OC)cc1 | i | i
O=C(CN1CCOCC1)Nc1cccc(C(F)(F)F)c1 | i | i
CC1CCC(C(C)C)C(OC(=O)COC(=O)c2ccc(=O)[nH]c2)C1 (stereo not given) | i | i
Cc1oc2ccc(OC(C(=O)O)c3ccccc3)cc2c1C(=O)O (stereo not given) | i | i
COc1cccc2c(=O)n(CC(=O)Nc3ccccc3)ccc12 | i | i
C=CCn1c(-c2ccc(C)cc2)nc2ccccc21 | i | i
CCCSc1nnc(Cn2c(=O)sc3ccccc32)n1-c1ccccc1 | i | i
Cc1noc(C)c1S(=O)(=O)Nc1ccc(C(=O)NC2CCCCCC2)cc1 | i | i
CC(C)(C)CN1C(=O)C(=O)NC[C@H]1Cc1ccc(O)cc1 | i | i
Cc1sc2ncn(CC(=O)NCC(=O)N(C)Cc3ccccc3)c(=O)c2c1C | i | i
COc1cc2c(cc1OC)C(c1ccc(Br)cc1)NCC2 (stereo not given) | i | i
CSc1ccccc1NC(=O)c1ccco1 | i | i

Single records, as listed above.
Cc1sc2ncn(CC(=O)NCC(=O)N(C)Cc3ccccc3)c(=O)c2c1C across the screens: CHT inh = i; CHT allo act = i
Cc1noc(C)c1S(=O)(=O)Nc1ccc(C(=O)NC2CCCCCC2)cc1 across the screens: CHT inh = i; CHT allo act = i

Next part.
SMILES | CHT inh | CHT allo act
O=c1ccc(-c2ccc(S(=O)(=O)NCC3CCN(Cc4ccccc4F)CC3)s2)n[nH]1 | i | i
COC(=O)c1ccccc1Sc1c(/C=N/OC(=O)c2ccccc2)c(C(F)(F)F)nn1C | i | i
CCOC(=O)CNC(=O)CSc1nnc(-c2ccco2)n1Cc1ccco1 | i | i
Cc1ccccc1Cc1c(C)nc2nc(SCC(=O)NCc3ccco3)nn2c1C | i | i
CC(OC(=O)CNC(=O)C12CC3CC(CC(C3)C1)C2)C(=O)Nc1ccc(S(N)(=O)=O)cc1 (stereo not given) | i | i
CC(=O)C1=C(O)C(=O)N(C)C1c1ccccc1F (stereo not given) | i | i
C=CCN1C(=O)CS/C1=N\S(=O)(=O)c1ccc(Cl)cc1 | i | i
CC(=O)N1N=C(c2cccc([N+](=O)[O-])c2)OC1c1ccc(Cl)cc1Cl (stereo not given) | i | i
CCOc1ccc(NS(=O)(=O)c2ccc(C(=O)NCCN3CCOCC3)cc2)cc1 | i | i
Cc1ccc(C)c(NC(=O)C2CCCN2C(=O)NC2CCCCC2)c1 (stereo not given) | i | i
N=c1c2c(-c3ccccc3)c(-c3ccccc3)n(Cc3ccco3)c2ncn1CCCO | i | i
O=C(/C=C/c1ccco1)Nc1ccc(Oc2ccccc2)cc1 | i | i
O=C(CSc1ccc2c(c1)OCCO2)Nc1ccc(Br)cn1 | i | i
C=CCn1c(SCC(=O)Nc2cccnc2Cl)nnc1-c1ccc(Cl)cc1 | i | i
O=C(O)C[C@H]1c2cc(C(F)(F)F)ccc2S(=O)(=O)N1Cc1ccccc1 | i | i
COc1ccc(-n2c(COc3ccc4c(c3)OCO4)nnc2SCC(=O)O)cc1 | i | i
CCOC(=S)NC(=O)c1sc2ccccc2c1Cl | i | i
COc1ccc(OC)c2c1sc(=NC(=O)C(C)(C)C)n2C | i | i
CCOc1ccc(Br)cc1C(=O)N/N=C/c1c[nH]c2ccccc12 | i | i
N#Cc1ccc(NC(=O)COC(=O)CNC(=O)C2CCCCC2)cc1 | i | i
COc1ccc(N(C(=O)C(C)C)S(=O)(=O)c2ccc3ccccc3c2)cc1 | i | i
Cc1ccc2nc(-c3ccccc3)cc(C(=O)O)c2c1 | i | i
COc1ccccc1NC(=O)CCN1C(=O)c2ccccc2C1=O | i | i
CC(=O)Oc1ccc(-c2csc(Nc3cccc(C)n3)n2)cc1 | i | i
COc1ccc(OC)c(-c2csc(NC(=O)Cc3cc(OC)c(OC)c(OC)c3)n2)c1 | i | i
COc1ccc(OC)c(NC(=O)c2cccnc2Sc2cc(C)ccc2C)c1 | i | i
NCC(c1ccco1)c1c[nH]c2ccccc12 (stereo not given) | i | i
COc1ccccc1C1(O)C(=O)Nc2ccccc21 (stereo not given) | i | i
Cc1ccc(S(=O)(=O)N2CCC(C(=O)NCCN3CCOCC3)CC2)cc1C | i | i
COCCCn1c(SCC(=O)NC2CCCC2)nnc1-c1cccs1 | i | i
O=C(N/N=C\c1ccc([N+](=O)[O-])o1)C1COc2ccccc2O1 (stereo not given) | i | i
CCOCCCNC(=O)Cn1cnc2sc(C)c(S(=O)(=O)N3CCN(c4ncccn4)CC3)c2c1=O | i | i
Cc1ccc(N(C)C(=O)c2ccc(CNc3c(N4CCC(C)CC4)c(=O)c3=O)cc2)cc1 | i | i
Cc1cc(C)cc(NC(=O)CCOc2ccccc2)c1 | i | i
CCOC(=O)c1sc(NC(=O)Nc2cccc(Cl)c2)cc1C | i | i
Cc1ccc(Cn2cnc3c(nnn3Cc3ccc(Cl)cc3)c2=O)cc1 | i | i
CCC(=O)Nc1cc(C(C)C)c(O)cc1C | i | i
Cc1ccc(C)c(N(C(=O)Cn2nnc3ccccc32)C(C(=O)NCc2ccco2)c2ccncc2)c1 (stereo not given) | i | i
COc1ccccc1/C=C/C1(C(=O)NC2CCCC2)CC(=O)N1c1ccc(F)cc1 (stereo not given) | i | i
O=C(CSc1nc2scc(-c3ccco3)c2c(=O)n1-c1ccccc1)N1CCOCC1 | i | i
COc1ccc(N2CCN(C(=S)Nc3ccc(S(N)(=O)=O)cc3)CC2)cc1 | i | i
CCCN(CC(=O)Nc1ccccc1OC)C(=O)Cc1ccccc1F | i | i
COc1ccccc1Nc1nc(N)nc(CN2CCC(C)CC2)n1 | i | i
COc1ccc(C(=O)N2CCN(Cc3cn[nH]c3-c3ccc(OC)cc3F)CC2)cc1 | i | i
Cc1c([N+](=O)[O-])c(C(=O)N2CCCC2)nn1C | i | i
Cc1cc(CSCc2ccc(Cl)cc2)no1 | i | i
O=C(NC(=S)NC1CCSC1=O)c1ccccc1F (stereo not given) | i | i
O=C(CCCc1ccccc1)Nc1ccnn1C1CCN(Cc2ccccc2)CC1 | i | i
COCc1nc2ccccc2n1Cc1cccc(C)c1 | i | i
Cc1ccc2nc(-c3ccccc3C)oc(=O)c2c1 | i | i
CCOc1ccccc1NC(=O)CN(c1ccc(C)cc1)S(=O)(=O)c1c(C)n[nH]c1C | i | i
COc1ccc(S(=O)(=O)N2CCN(C(=O)c3c(-c4ccccc4)noc3C)CC2)cc1 | i | i
COc1ccc(-c2nc3cnccn3c2Nc2ccc(C)cc2)cc1 | i | i
O=C(O)c1nc(N2CCCCC2)ncc1Cl | i | i
Cc1csc(NC(=O)c2ccc(-c3ccc(Cl)cc3Cl)o2)n1 | i | i
CCN(CC)S(=O)(=O)c1ccc(S(=O)(=O)N(CC(=O)Nc2ccccc2)CC2CCCO2)cc1 (stereo not given) | i | i
